ABHD5 PLIN5 PPI: ABHD5-PLIN5 interaction inhibitors, primary screen, cell lysate, split luciferase complementation, luminescence | Perilipin-5 (Homo sapiens) + 1-acylglycerol-3-phosphate O-acyltransferase ABHD5 (Homo … | Split G. princeps luciferase complementation, 4 h | inhibition, % at 4 µM | actives 0.78% (n = 360,000);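 active = inhibition above the mean inhibition across every tested compound plus 3 SD, cut at about 22% in these data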;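 also: 0% = DMSO only wells and the 100% control is not disclosed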
MC4R antag cAMP: MC4R antagonists of cAMP signaling, primary screen, cell-based, TR-FRET, antagonist arm of biased-ligand search; AID 540295, 2011; inhibition, % at 6.5 µM; Melanocortin receptor 4 (Homo sapiens), P32245; MC4R-expressing cells, MTII-stimulated cAMP, LANCE TR-FRET; actives 0.48% (n = 360,000);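 active = inhibition above its plate's cutoff, the mean of tested wells on that plate plus 3 SD, cut at about 29% in these data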;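 also: 0% = Melanotan II alone and 100% = Melanotan II plus saturating MCL0020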
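material = U2OS cells stably expressing human melanocortin 4 receptor (MC4R) | also added = Melanotan II challenge | dosing = single nominal compound dose of 6.5 µM | detection = TR-FRET with Eu-cAMP and labeled anti-cAMP, 671 nm | replication = singlicate | timing = compound 30 min, challenge 1 h, detection 1 h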
NOD2-RIPK2 inh: NOD2-RIPK2 binding disruptors in cells, primary screen, fluorescence, CHO cells, BLA complementation; inhibition, % at 4.98 µM; CCF4 ratio; Receptor-interacting serine/threonine-protein kinase 2 (Homo sapiens), O43353; actives 0.38% (n = 360,000); in the data active = inhibition above about 21%;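 also: 0% = vehicle only and 100% = reference blocker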
MC4R barr agon: MC4R agonists recruiting beta-arrestin, primary screen, cell-based, luminescence, agonist arm of biased-ligand search. U2OS MC4R beta-arrestin complementation; percent of melanotan II response, DMSO zero. activation, % at 8.9 µM. actives 0.98% (n = 360,000). AID 540308, 2011;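 active = activation above a per-plate cutoff, the mean activation of sample wells on that plate plus 3 SD, cut at about 8% in these data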
TLR9-MyD88 inh: inhibitors of TLR9-MyD88 association in cells, primary screen, cell-based, CHO, BLA complementation, fluorescence. Toll-like receptor 9 (Homo sapiens) + Myeloid differentiation primary response protein …. CCF4 FRET ratio. inhibition, % at 4.98 µM. actives 0.21% (n = 340,000);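 active = inhibition above the mean over all tested compounds plus 3 SD, cut at about 21% in these data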;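 also: 0% = DMSO only wells and 100% = clavulanate BLA inhibitor control wells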
Target sequence (Q99836 whole entry, looked up): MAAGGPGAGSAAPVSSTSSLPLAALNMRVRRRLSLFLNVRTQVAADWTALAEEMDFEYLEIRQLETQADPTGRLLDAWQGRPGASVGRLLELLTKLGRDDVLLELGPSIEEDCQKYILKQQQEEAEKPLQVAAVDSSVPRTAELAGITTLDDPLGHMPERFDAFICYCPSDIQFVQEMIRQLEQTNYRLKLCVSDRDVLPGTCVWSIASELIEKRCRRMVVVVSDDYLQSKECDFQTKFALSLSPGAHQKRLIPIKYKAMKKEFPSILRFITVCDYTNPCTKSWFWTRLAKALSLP
Target sequence (Q9NR96 whole entry, looked up): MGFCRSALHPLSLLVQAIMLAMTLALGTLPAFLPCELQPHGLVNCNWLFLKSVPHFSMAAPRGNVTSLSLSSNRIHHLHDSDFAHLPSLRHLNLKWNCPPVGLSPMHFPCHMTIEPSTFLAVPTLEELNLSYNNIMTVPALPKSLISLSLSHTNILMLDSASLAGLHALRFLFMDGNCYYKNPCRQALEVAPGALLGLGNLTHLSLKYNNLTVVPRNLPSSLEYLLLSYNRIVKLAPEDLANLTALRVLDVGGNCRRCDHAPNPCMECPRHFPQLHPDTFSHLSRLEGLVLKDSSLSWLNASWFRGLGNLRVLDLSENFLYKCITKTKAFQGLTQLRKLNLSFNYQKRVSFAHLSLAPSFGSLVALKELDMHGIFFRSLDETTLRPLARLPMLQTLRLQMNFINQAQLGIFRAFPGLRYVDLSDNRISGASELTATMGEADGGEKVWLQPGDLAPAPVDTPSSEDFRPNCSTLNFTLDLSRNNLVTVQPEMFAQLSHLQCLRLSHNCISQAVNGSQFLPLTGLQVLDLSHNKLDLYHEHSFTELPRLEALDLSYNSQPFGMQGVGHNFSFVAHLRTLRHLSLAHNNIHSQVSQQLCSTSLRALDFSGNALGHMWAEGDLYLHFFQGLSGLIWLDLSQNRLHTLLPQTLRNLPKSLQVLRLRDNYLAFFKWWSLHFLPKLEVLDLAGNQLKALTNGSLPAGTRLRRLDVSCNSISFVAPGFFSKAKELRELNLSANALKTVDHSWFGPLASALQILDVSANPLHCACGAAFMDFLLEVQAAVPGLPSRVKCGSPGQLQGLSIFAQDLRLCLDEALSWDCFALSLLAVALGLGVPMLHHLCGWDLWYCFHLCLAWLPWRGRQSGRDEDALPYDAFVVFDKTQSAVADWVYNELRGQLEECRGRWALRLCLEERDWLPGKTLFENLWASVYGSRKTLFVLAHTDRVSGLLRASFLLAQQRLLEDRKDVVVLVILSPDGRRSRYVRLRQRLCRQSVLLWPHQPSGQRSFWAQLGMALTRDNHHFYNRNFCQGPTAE
aDG glyco up: activators of alpha-DG glycosylation, primary screen, uHTS, Pro5-aDG cells, AlphaScreen; alpha-DG glycosylation AlphaScreen (IIH6); 0% Pro5, 100% B10-LARGE cell signal; activation, % at 10 µM; actives 0.22% (n = 360,000);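 active = activation of at least 8% versus controls, or a plate z-score of at least 8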;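 also: Pro5 are CHO cells carrying HIG-tagged alpha-DG that lacks glycosylation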
Exocytosis inh: LAMP-1 surface exposure blockers, TALL-104 cells – cell-based, flow cytometry, MLPCN library, primary screen | TALL-104 LAMP-1 surface exposure; cells stimulated with thapsigargin and PMA | inhibition, % at 10 µM | actives 0.66% (n = 360,000);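 active = inhibition above about 55%, limit read from the data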
N-glyco inh: increase of ERlucT glycosylation luciferase signal, primary screen, N-linked glycosylation inhibitor project, D54 ERlucT cells, luminescence, set 2. D54 ERlucT glycosylation luciferase reporter, 24 h; percent of 100 nM tunicamycin response. reporter increase, % at 12.5 µM. actives 0.23% (n = 360,000). AID 588692, 2011;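 active = mean luciferase reporter signal, scaled so untreated is 0 and the glycosylation-blocking control 100, at or above a set limit in every replicate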;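 also: luciferase carries N-glycosylation sites so blocking glycosylation raises the light; 0% = median of neutral control wells and 100% = median of 100 nM tunicamycin wells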
ABCB6 inh 2: ABCB6 transporter inhibitors, primary screen, K562-ABCB6 cells, flow cytometry, MLPCN library; ATP-binding cassette sub-family B member 6 (Homo sapiens), Q9NP58; K562-ABCB6 porphyrin accumulation, 1 h; hits give low values; fluorescence ratio to DMSO, % at 10 µM; actives 0.19% (n = 360,000); AID 602162, 2011;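 active = fluorescence ratio to DMSO below 75%, the collection mean minus 3 SD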;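 also: signal is porphyrin accumulated inside mitochondria; 100% equals median channel fluorescence of DMSO control wells; lower ratio means ABCB6 inhibition with less porphyrin fluorescence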
Vif inh: HIV Vif self-association inhibitors, primary screen, imaging, HEK293T, single point; HEK293T cells, Vif self-association by quenched fluorescence, 24 h; inhibition, % at 7.49 µM; actives 0.35% (n = 340,000); AID 602346, 2012; in the data active = inhibition above about 50%, passing the limit was not always enough; also: some results filed as inactive read as strong as hits
The depositor's hits bear a star; . = not tested or not shown. Some of the compounds tested, so the mix of outcomes need not match the whole.

SMILES	ABHD5 PLIN5 PPI	MC4R antag cAMP	NOD2-RIPK2 inh	MC4R barr agon	TLR9-MyD88 inh	aDG glyco up	Exocytosis inh	N-glyco inh	ABCB6 inh 2	Vif inh
Cc1ccc(C)c(NC(=O)CCC(=O)NN=C2CCCC2)c1	-6.2	7.6	-4.9	-2.2	-2.1	0.0	0.9	-0.1	92.0	0.8
Cc1cc(C)cc(OCC(=O)Nc2ccccc2N2CCCCC2)c1	0.8	5.0	-8.1	-0.6	-1.5	0.4	17.2	0.9	100.0	12.5
O=C(NCc1ccccc1)c1cc(C2CCCCN2S(=O)(=O)c2cccc3cccnc23)on1 (stereo not given)	7.2	0.0	-5.7	0.7	.	0.2	-0.9	-2.5	97.0	-9.9
COc1ccccc1CC(=O)Nc1cc(C)on1	0.3	5.7	-9.0	0.6	-4.6	-0.4	1.2	1.4	94.0	-2.5
CCOC(=O)N1CCN(c2ccc(S(=O)(=O)N(Cc3ccccc3)Cc3ccccc3)cn2)CC1	-3.8	7.9	-9.4	1.9	2.8	4.3	-6.7	-2.7	98.0	-35.7
O=C(CSc1nnc(-c2ccncc2)n1Cc1ccco1)Nc1ccccc1F	-5.5	8.9	3.3	-1.3	-6.8	-0.2	-7.5	-2.0	99.0	-4.0
Cc1c(NC(=S)NC(C)(C)C)c(=O)n(-c2ccccc2)n1C	2.0	11.1	-4.1	0.7	3.9	-0.2	-0.4	3.3	103.0	9.8
COc1cc(C(CCN2CCOCC2)c2c(OC)cc(OC)c3c(-c4ccccc4)cc(=O)oc23)cc(OC)c1OC (stereo not given)	11.0	6.4	13.4	-1.3	3.4	0.7	31.0	-4.1	99.0	.
N#CCc1c(C#N)c(N)nc(N2CCCC(O)C2)c1C#N (stereo not given)	7.1	9.4	-8.2	-0.3	3.6	0.0	-1.4	-0.4	102.0	1.7
COc1ccc(NC(=O)CSc2ccc(-c3ccco3)nn2)cc1	3.1	-4.0	1.0	-1.2	-5.0	0.0	-3.4	2.1	95.0	-4.2
Clc1cccc(CNCCCSc2ncccn2)c1	-0.7	14.9	-10.2	-0.1	-2.9	0.0	-7.2	-1.6	89.0	-0.8
O=C(Nc1cc(Cl)ccc1N1CCOCC1)c1cnccn1	-1.7	-1.2	0.8	-1.1	1.0	-0.2	3.3	15.6	88.0	48.1
O=C(Nc1ccc(Cl)cc1F)c1ccc2c(c1)C(=O)N(Cc1ccncc1)C2=O	2.4	1.1	-6.4	-0.4	.	0.0	-1.2	1.1	100.0	-6.8
COc1cccc(C(=O)NCCSc2ccc(Br)cc2)c1	1.2	6.3	-1.6	-2.8	10.8	0.2	-1.7	-0.7	104.0	-0.2
O=C(NCc1ccc(F)cc1)C1Cc2ccccc2CN1C(=O)c1ccco1 (stereo not given)	-6.5	24.7	-13.7	2.7	3.1	-0.4	1.2	-1.2	100.0	0.8
CSCC[C@@H](C(=O)NCc1cccs1)N1Cc2ccccc2C1=O	-4.7	-1.0	-4.1	-0.7	6.2	0.1	0.5	-1.1	96.0	-12.0
COc1ccc(N(CC(=O)O)S(=O)(=O)c2ccc(OC)c(OC)c2)cc1	1.4	2.9	0.0	-1.7	-7.5	-0.2	-1.8	0.6	91.0	2.4
COc1ccc(NC(=O)CCCNC(=O)c2ccc(Cl)cc2)cc1S(=O)(=O)N1CCCCC1	-4.1	3.1	-1.1	-0.8	-5.2	0.2	18.6	-0.1	97.0	2.2
Cc1cc(C)nc(NS(=O)(=O)c2ccc(-n3cccc3)cc2)n1	-3.9	-0.1	-7.7	-2.1	5.2	-0.3	0.7	-0.8	97.0	11.8
Cc1nn(CC(=O)NCc2cccs2)c(=O)c2nn(-c3ccccc3)c(C)c12	13.7	4.2	-5.0	-1.8	-6.2	-0.3	0.3	-3.5	96.0	-3.8
COc1ccccc1[C@@H]1C(c2cccc(Cl)c2)=NN(c2ccccc2)[C@H]1C(=O)N1CCOC1=O	2.9	6.6	7.5	2.4	5.1	0.5	-4.4	-1.6	94.0	-7.8
CCCC(=O)NC(=S)Nc1ccc(NC(=O)c2cccs2)cc1	0.0	0.1	3.5	-1.6	9.5	0.3	-2.2	0.1	91.0	-0.1
O=C(OCc1ccccc1)N1CCC2CC1c1cc(-c3ccccc3)ccc12 (stereo not given)	-2.9	7.2	-1.0	-1.6	-6.5	-0.2	23.7	1.2	99.0	-5.3
CN(C)c1nc2c(c(=O)[nH]c(=O)n2C)n1Cc1ccc(F)cc1	-5.6	-0.2	-1.8	0.8	-0.8	0.1	2.3	2.8	100.0	3.5
CN1CCN(NC(=O)Nc2cc(Cl)cc(Cl)c2)CC1	5.8	1.6	-0.2	-1.8	6.1	-0.1	-0.9	-0.4	101.0	-5.9

Continued.
SMILES	ABHD5 PLIN5 PPI	MC4R antag cAMP	NOD2-RIPK2 inh	MC4R barr agon	TLR9-MyD88 inh	aDG glyco up	Exocytosis inh	N-glyco inh	ABCB6 inh 2	Vif inh
O=C(OCc1nnc(-c2cccs2)o1)C1=NN(c2ccccc2)C(=O)CC1	-7.1	12.2	-3.4	-0.5	-5.5	-0.1	2.7	1.1	99.0	-3.5
COC(=O)Nc1ccc(S(=O)(=O)NC2CCCCC2)cc1	-1.1	-6.0	-8.9	-0.9	-6.0	0.1	1.7	-2.0	100.0	-7.6
Cc1ccc2[nH]c3c(c2c1)CN(C(=O)CN1CCN(c2cccc(C)c2C)CC1)CC3	1.9	-0.9	6.8	-0.9	-0.8	1.4	0.0	5.4	117.0	3.7
Cc1ccc(C(=O)CCC(=O)OCC(=O)Nc2cc(S(=O)(=O)N(C)C)ccc2C)cc1	-0.4	10.6	-5.3	1.2	5.4	0.0	4.2	1.6	99.0	5.0
COc1cc2c(cc1OC)C1C(C(=O)Nc3ccccc3N3CCN(C)CC3)c3ccccc3C(=O)N1CC2 (stereo not given)	-0.1	0.1	0.2	-2.1	-2.3	0.0	1.6	3.3	95.0	-1.3
COc1ccc(NC(=O)c2cc(C)no2)cc1Cl	4.3	12.0	1.9	3.4	-1.9	0.1	-4.6	-2.4	98.0	-1.6
COc1ccccc1NC(=O)CCCCCN1C(=O)c2cccc([N+](=O)[O-])c2C1=O	-4.0	7.0	6.2	-1.2	-13.2	-0.2	4.3	0.0	91.0	-8.2
O=C(OCc1nnc(-c2ccccc2)o1)c1ccc([N+](=O)[O-])s1	13.9	0.7	2.6	1.1	-4.6	-0.3	-2.5	1.1	100.0	-1.2
Cc1ccc(N(C(=O)Cn2nnc(-c3cccs3)n2)C(C(=O)NC2CCCC2)c2ccncc2)cc1 (stereo not given)	-7.6	7.1	11.4	1.7	-6.4	0.3	-0.5	0.3	96.0	1.7
CCOc1nc(CC(C)C)c2c(c1C#N)CC(C)(C)OC2	1.9	-0.8	-1.3	2.9	-2.6	0.3	-3.0	1.1	99.0	-0.8
Cc1cc(C)c(S(=O)(=O)Nc2ccccc2C(=O)N2CCOCC2)c(C)c1	1.4	11.8	-1.5	-1.8	-11.9	-0.5	-2.0	-1.9	101.0	-2.5
Cc1ccc(-n2c(SCC(=O)N3CCOCC3)nc(O)cc2=O)cc1	-3.9	9.6	6.1	-0.1	-10.1	0.1	7.6	0.6	100.0	9.2
CCOC(=O)c1c[nH]c(=O)c(Br)c1O	4.0	15.7	12.9	-2.9	-5.0	1.5	-3.8	1.1	103.0	.
CC1CC(C)CN(c2oc(-c3ccccc3Cl)nc2C#N)C1 (stereo not given)	3.7	-3.0	-2.9	0.4	-5.2	-0.1	-3.0	0.7	105.0	0.7
CCCC12CN3CC(C)(CN(C1)C3c1ccco1)C2=O (stereo not given)	-9.7	1.1	-14.4	-1.1	-8.4	0.0	0.7	2.6	104.0	-7.2
COC(=O)Cc1ccc(NC(=O)c2ccccc2Cl)cc1	2.0	15.1	-7.2	-2.2	-5.6	-0.2	1.6	-0.2	97.0	3.3
CCCCN(CC)CCCNC(=O)c1ccc(CSc2nc3ccncc3[nH]2)cc1	-1.3	-4.9	-13.4	-3.2	-1.8	-0.1	6.9	-2.9	103.0	21.1
O=C(NCCN1CCN(C(=O)Nc2ccccc2)CC1)Nc1ccccc1	6.2	2.3	7.4	1.6	1.5	0.1	-4.9	3.5	97.0	-0.8
O=c1c(=Nc2ccccc2O)c(=O)c2ccccc12	-36.3	34.0*	-1.0	-2.1	-4.5	0.1	1.6	1.5	108.0	2.0
CC(NC(=O)CC(c1ccccc1)c1cc(Cl)ccc1O)c1ccccc1 (stereo not given)	-3.1	0.7	2.6	1.3	7.1	0.6	-4.0	-5.4	94.0	8.5
O=C(c1ccccc1)C1CCN(C(=O)Nc2ccccc2)CC1	-0.8	10.9	-18.4	-0.3	-40.2	0.0	-5.1	3.3	97.0	1.1
COc1ccc2sc(C)nc2c1NC(C)=O	9.6	4.3	-7.8	-1.5	-8.7	-0.1	-0.5	1.2	102.0	6.9
O=C1CCc2cc(S(=O)(=O)NCCC(=O)NC3CCCCC3)ccc2N1	1.4	-4.7	-7.6	0.0	7.0	-0.1	-2.8	0.1	105.0	-4.7
CCCCNC(=O)N(O)C1N(/N=C/c2ccccc2F)C(=S)SC1(C)C (stereo not given)	-15.4	5.5	9.2	-0.1	-4.6	0.0	-0.9	0.8	100.0	-9.9
COc1cccc(S(=O)(=O)NCC(=O)N2CCCCCC2)c1	-2.6	14.1	-0.3	0.1	1.7	0.1	-2.4	0.8	95.0	-3.1
C(=C\c1nccc2c1[nH]c1ccccc12)/c1ccccc1	0.4	-0.9	-7.1	4.2	-48.3	0.9	43.2	17.8	87.0	-13.4
C[C@@H](OC(=O)N1CCCCC1)[C@H]1O[C@]2(C)CCCC[C@H]1O2	1.1	2.5	-5.6	0.2	-0.6	-0.1	1.7	0.6	95.0	0.9
Cc1cccc(C(=O)NC2CCN(S(=O)(=O)c3ccccc3)CC2)c1	0.8	2.4	8.2	-1.8	-2.3	0.0	0.7	3.6	100.0	-1.6

Looked up above:
N-glyco inh with Cc1ccc(N(C(=O)Cn2nnc(-c3cccs3)n2)C(C(=O)NC2CCCC2)c2ccncc2)cc1 (stereo not given) stands at 0.3
ABHD5 PLIN5 PPI with COc1cc2c(cc1OC)C1C(C(=O)Nc3ccccc3N3CCN(C)CC3)c3ccccc3C(=O)N1CC2 (stereo not given) stands at -0.1

High-throughput results deposited in PubChem BioAssay by several laboratories.
